Screening results (PubChem BioAssay)
Rv3671c inh: inhibitors of M. tuberculosis serine protease Rv3671c | P9WHR9 | inhibition, % at 5.96 µM | 0.048% of 320,000 active; in the data active means inhibition above about 38%;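 further: extracellular domain of Rv3671c used as enzyme; 0% = enzyme with DMSO and 100% = no enzyme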
FadD28 FP inh: inhibitors of Mycobacterium tuberculosis FadD28 bisubstrate binding; 0.22% of 360,000 active; FadD28 bisubstrate probe binding, fluorescence polarization; inhibition, % at 12.5 µM; AID 588549; in the data active means inhibition above about 8.5%, passing the limit was not always enough; inconclusive means no clear call, values can overlap the other calls
BoNT-F LC inh: inhibitors of Botulinum neurotoxin F light chain protease; Multiplex microsphere protease cleavage assay, flow cytometry; inhibition, % at 10 µM; 0.22% of 360,000 active; in the data active means inhibition above about 35%, passing the limit was not always enough; inconclusive means no clear call, values can overlap the other calls; further: plate controls were buffer without enzyme for full effect and enzyme alone for no effect
Mtb BioA inh: blocks M. tuberculosis BioA enzyme activity; purified M. tuberculosis BioA enzyme, plate reader; inhibition, % at 9.99 µM; 0.096% of 360,000 active; in the data active means inhibition above about 40%; inconclusive means no clear call, values can overlap the other calls
Mtb UGM inh: blocks M. tuberculosis UGM enzyme; P9WIQ1; purified UGM, fluorescence polarization probe displacement; inhibition, % at 10 µM; 0.06% of 320,000 active; AID 504406; in the data active means inhibition above about 10%, passing the limit was not always enough; inconclusive means no clear call, values can overlap the other calls
Target sequence (P9WIQ1 whole entry, looked up): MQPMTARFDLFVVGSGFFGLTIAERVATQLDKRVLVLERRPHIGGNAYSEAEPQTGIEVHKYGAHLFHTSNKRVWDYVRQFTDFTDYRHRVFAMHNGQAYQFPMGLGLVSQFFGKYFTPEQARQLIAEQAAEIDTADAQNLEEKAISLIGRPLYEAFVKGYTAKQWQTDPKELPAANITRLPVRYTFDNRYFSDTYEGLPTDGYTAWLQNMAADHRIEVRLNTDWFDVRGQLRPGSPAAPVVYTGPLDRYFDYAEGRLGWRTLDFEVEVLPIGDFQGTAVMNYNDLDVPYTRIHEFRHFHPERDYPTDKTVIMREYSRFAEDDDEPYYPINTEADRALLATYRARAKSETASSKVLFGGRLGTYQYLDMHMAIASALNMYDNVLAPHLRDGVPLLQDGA
GDH-TPI inh: counter-screen for M. tuberculosis FBA inhibitors: GDH-TPI coupled enzymes. GDH-TPI coupled enzyme counterscreen, NADH absorbance. inhibition, % at 4.8 µM. 1.2% of 360,000 active. AID 588335; in the data active means inhibition above about 30%;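 further: 0% = DMSO wells and 100% = wells lacking the enzyme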
PrPC TRFRET: reduces human prion protein on the cell surface | P04156 | cell surface PrPC, TR-FRET read-out | inhibition, % at 13.8 µM | 0.43% of 370,000 active; in the data active means inhibition above about 24%; further: 0% = median of the test wells and 100% = reference compound wells
Mtb FBA inh: Mtb fructose-bisphosphate aldolase inhibition; P9WQA3; purified M. tuberculosis FBA, fluorescence read-out; 2.3% of 360,000 active; inhibition, % at 1 µM; AID 588726; in the data active means inhibition above about 27%;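 further: 0% = vehicle and 100% = reference inhibitor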
Target sequence (P9WQA3 whole entry, looked up): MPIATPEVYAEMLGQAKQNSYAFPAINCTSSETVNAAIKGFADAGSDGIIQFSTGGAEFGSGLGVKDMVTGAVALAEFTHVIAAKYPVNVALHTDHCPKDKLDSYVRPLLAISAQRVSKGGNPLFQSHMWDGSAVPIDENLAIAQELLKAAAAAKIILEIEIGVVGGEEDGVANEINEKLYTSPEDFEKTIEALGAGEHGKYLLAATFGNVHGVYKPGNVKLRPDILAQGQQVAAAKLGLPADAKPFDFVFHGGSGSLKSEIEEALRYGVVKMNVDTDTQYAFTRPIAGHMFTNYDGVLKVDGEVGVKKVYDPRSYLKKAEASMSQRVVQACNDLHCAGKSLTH
MazEF act: MazEF (E. coli) toxin RNase activation | FAM/BHQ RNA-DNA oligo cleavage fluorescence, 5 h | activation, % at 20 µM | 0.32% of 350,000 active | AID 504720; in the data active means activation above about 50%
Target sequence (P0AE70 whole entry, looked up): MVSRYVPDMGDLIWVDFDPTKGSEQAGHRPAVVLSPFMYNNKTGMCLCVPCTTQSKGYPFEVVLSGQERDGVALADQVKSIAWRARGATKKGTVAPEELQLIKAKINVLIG
Starred values were filed as active, the others as inactive; ? = inconclusive; . = not tested or not shown; + = active, no number.

nr	Compound	Rv3671c inh	FadD28 FP inh	BoNT-F LC inh	Mtb BioA inh	Mtb UGM inh
1	Cc1onc(-c2c(F)cccc2Cl)c1C(=O)N(C)CCc1ccccn1	-1	-2.7	2	-3.5	1.5
2	CCc1noc(C)c1C(=O)Nc1nc(-c2ccc(F)cc2)c(C)s1	0	-4.4	-5	-5.7	-0.6
3	NC(=O)c1cccc2c1-c1ccccc1/C2=N/NC(N)=S	-2	-0.4	-66	.	-1.7
4	COC(=O)c1ccc(C(=O)OC)c(NC(=S)N2CCN(c3cccc(Cl)c3)CC2)c1	0	-0.9	-15	.	1.1
5	CC(C)C(=O)NC(c1cccs1)c1cc([N+](=O)[O-])c2cccnc2c1O (stereo unspecified)	5	-1.4	-9	-0.7	-2.7
6	CCC(CCC(=O)Nc1ccc(S(N)(=O)=O)cc1)C(=O)O (stereo unspecified)	10	1.0	0	1.0	0.2
7	CC(C)c1c(C(=O)N/N=C/c2ccc(OCc3ccc(F)cc3)cc2)nnn1-c1nonc1N	-2	-5.4	3	-1.4	0.1
8	Cc1cc(NC(=O)Nc2ccc(F)cc2)no1	-4	-4.7	-5	.	1.1
9	Cc1ccccc1NC(=O)N(CCc1nc2ccccc2[nH]1)Cc1ccccc1	2	-0.2	0	-1.3	-2.2
10	CCN1CCN(C(=O)CCc2nnc(CCCCc3ccccc3)o2)[C@@H](C)C1=O	7	0.8	-1	.	1.0
11	CC(=O)N(CN1C(=O)c2ccccc2C1=O)c1ccccc1	11	1.3	8	-1.4	-2.1
12	COc1ccc(CNC(=O)c2cc(=O)c3cc(C)c(C)cc3o2)cc1	0	-1.2	17	-2.2	0.6
13	CCN(CC)CCN(Cc1cc2cc3c(cc2[nH]c1=O)OCCO3)C(=S)NCCCOC	-12	-3.1	?	-0.1	-0.2
14	O=C(O)CCCNS(=O)(=O)c1ccc2ccccc2c1	1	0.2	9	-3.2	1.9
15	CCC(=O)Nc1cc(=O)[nH]c2nc(-c3ccc(Cl)cc3)nn12	-6	-2.2	0	0.9	2.4

nr	GDH-TPI inh	PrPC TRFRET	Mtb FBA inh	MazEF act
1	0	-1	2	10
2	-9	2	-1	7
3	41*	-26	-2	15
4	-2	7	20	-5
5	-1	.	-13	9
6	-1	5	-4	6
7	-4	-5	-3	0
8	-10	1	-3	3
9	4	3	-1	13
10	-5	-7	0	-5
11	12	6	1	2
12	0	-6	0	10
13	18	-8	24	7
14	-1	-4	1	0
15	10	4	0	1

(listing goes on)
nr	Compound	Rv3671c inh	FadD28 FP inh	BoNT-F LC inh	Mtb BioA inh	Mtb UGM inh
16	CC1CN(C(=S)SCC(=O)c2ccc(Cl)cc2)CC(C)O1 (stereo unspecified)	4	-2.5	-8	.	-1.4
17	O=C(NC1CCCCCC1)c1cc2c(=O)n3ccccc3nc2s1	-8	-3.2	1	7.8	3.2
18	O=C(Nc1ccc(F)cc1)N1CCCCCC1	-4	-6.0	6	1.6	0.0
19	O=C(/C=C/c1ccc(Br)o1)NC(c1ccccc1)c1ccccc1	-16	-0.8	-2	-0.4	-2.2
20	CCc1nc2ccccc2c(C(=O)Oc2cccc3cccnc23)c1C	-20	-3.0	-4	-1.1	2.4
21	CC1CCN(S(=O)(=O)c2cccc(C(N)=O)c2)CC1	-3	-3.6	8	-0.8	0.9
22	Fc1ccc(C2=NOC(c3nnc(-c4ccccc4)o3)C2)cc1 (stereo unspecified)	-6	-4.7	0	-1.4	2.9
23	O=C(CCC(=O)N1CCOc2ccccc21)NCCCN1CCOCC1	-1	-0.9	1	-0.9	-1.0
24	COc1ccc(CNC(=O)CCOc2ccc(C(C)(C)C)cc2)cc1	-8	-1.0	1	0.3	1.1
25	Cc1ccc(N(CC(=O)N2CCOCC2)S(C)(=O)=O)cc1	5	-2.0	1	.	-2.8
26	O=C(CN1C(=O)CNC1=O)Nc1ccc(Cl)cc1	1	-0.6	-6	-0.1	1.8
27	O=C(CSc1nnc(NC(=O)c2ccccc2F)s1)NC1CC1	3	-2.2	-6	-0.3	-2.0
28	O=C(O)c1ccccc1Nc1ccc([N+](=O)[O-])cc1C(=O)O	2	-3.1	?	-0.6	7.9
29	CCCCOC(=O)Nc1ccc(S(=O)(=O)Nc2ncccn2)cc1	-3	0.3	-1	.	-0.9
30	CC(C)=CCC/C(C)=C/CNC(=O)CC1C[C@H](C(=O)N2CCCCC2)[C@@]2(C)c3[nH]c4ccccc4c3CCN2C1=O (stereo partly specified)	1	-1.7	-3	-1.1	0.5

nr	GDH-TPI inh	PrPC TRFRET	Mtb FBA inh	MazEF act
16	-2	4	-2	-6
17	18	-16	+	12
18	7	4	0	-7
19	8	-4	-1	-28
20	4	3	1	9
21	-5	1	2	-4
22	-7	2	1	-14
23	-4	-10	0	-6
24	9	4	0	-3
25	2	-6	-2	11
26	-2	-6	-3	7
27	6	2	-1	12
28	9	1	-19	-3
29	3	-4	1	9
30	1	-8	0	5

At a glance, 2 of the compounds above.
nr	Compound	Rv3671c inh	FadD28 FP inh	BoNT-F LC inh	Mtb BioA inh	Mtb UGM inh
1	Cc1onc(-c2c(F)cccc2Cl)c1C(=O)N(C)CCc1ccccn1	-1	-2.7	2	-3.5	1.5
2	CCc1noc(C)c1C(=O)Nc1nc(-c2ccc(F)cc2)c(C)s1	0	-4.4	-5	-5.7	-0.6

nr	GDH-TPI inh	PrPC TRFRET	Mtb FBA inh	MazEF act
1	0	-1	2	10
2	-9	2	-1	7

(listing goes on)
nr	Compound	Rv3671c inh	FadD28 FP inh	BoNT-F LC inh	Mtb BioA inh	Mtb UGM inh
31	CC(NS(=O)(=O)c1ccc(Br)cc1)C(=O)NC1CCCCCC1 (stereo unspecified)	.	-0.1	-4	-1.0	-4.5
32	CSc1nsc(SCc2ccc(F)cc2)n1	0	-3.1	-5	-0.4	-2.0
33	O=C(O)c1ccc(N/N=C/c2ccc3ncccc3c2)cc1	2	-1.1	1	-0.5	-0.4
34	C(=N\Nc1nc(-c2ccccc2)cs1)/c1ccco1	8	-2.7	-6	-1.1	-1.2
35	O=C(O)CCCN1C(=O)C2C3CC(C2C1=O)C1C(c2ccccc2)c2sc(=O)n(-c4ccccc4)c2SC31 (stereo unspecified)	-7	-3.7	1	.	1.8
36	O=C(O)c1ccccc1OCCOc1ccccc1	-2	-0.2	-10	-0.1	-0.3
37	CC[C@H](C)C(C(=O)N1CCN(C(=O)OC(C)(C)C)CC1)n1cc(C(CC(C)C)NC(=O)OC(C)(C)C)nn1 (stereo partly specified)	12	-4.8	-4	-0.1	0.6
38	Cc1ccc(Cn2nnnc2CN2CCC(NC(=O)c3ccccc3F)CC2)cc1	0	-4.2	0	4.3	3.9
39	COc1ccc(CNC(=O)COC(=O)/C=C/c2cccc(Cl)c2)cc1	8	1.8	-6	-0.6	2.5
40	O=C1CN(C(=O)c2ccccc2)C(c2ccc(F)cc2)c2cc(Br)ccc2N1 (stereo unspecified)	2	-5.8	-9	0.9	0.8
41	C/C=C(/C)C(=O)Nc1cccc(C2=NOC3(C2)C[C@H](C(N)=O)N(C(=O)c2ccc(Cl)cc2)C3)c1 (stereo partly specified)	-3	-5.5	-11	1.1	-2.1
42	O=C(OCc1c(Cl)cccc1Cl)c1cccnc1	3	-0.2	29	0.0	1.1
43	COc1ccc(Cl)cc1S(=O)(=O)N1CCCC(C(=O)NCCc2ccccc2)C1 (stereo unspecified)	-5	0.6	-8	-0.3	1.4
44	COc1ccc(CCNC(=O)Nc2ccc3c(c2)c(=O)n(C)n3Cc2ccc(Cl)cc2)cc1OC	.	-1.7	-4	3.1	.
45	S=C(c1cn(CCOc2cccc3ccccc23)c2ccccc12)N1CCCC1	-18	1.0	9	0.2	0.8

nr	GDH-TPI inh	PrPC TRFRET	Mtb FBA inh	MazEF act
31	-7	-7	3	-2
32	4	-1	-2	4
33	34*	-9	-5	-4
34	9	-1	3	5
35	3	-5	0	0
36	5	-1	2	7
37	-5	2	2	7
38	0	-3	-7	-4
39	10	-1	0	-21
40	-9	16	6	1
41	-2	0	-2	7
42	2	4	-1	2
43	3	1	2	-5
44	-2	3	88*	.
45	14	11	0	-26

(further entries)
nr	Compound	Rv3671c inh	FadD28 FP inh	BoNT-F LC inh	Mtb BioA inh	Mtb UGM inh
46	CCCN(CCC)CCNC(=O)c1cc2c(C)nc3ccccc3c2o1	-3	0.0	0	2.2	3.5
47	c1csc(-c2nc(N3CCCCC3)no2)c1	-7	-0.5	-15	-0.5	4.0
48	Cc1cc(C(=O)CSc2ccc(F)cc2)cc(C)c1OC(=S)N(C)C	1	-0.8	3	-1.1	-0.6
49	CCC1Oc2ccccc2N(CC(=O)N2CCCC2)C1=O (stereo unspecified)	.	0.6	0	-0.4	.
50	COc1ccc(CCNC(=O)c2ccc(Cl)cc2Cl)cc1	8	1.2	4	-1.6	-0.6
51	COc1ccc(C(=O)N/N=C(\C)Cn2cnc([N+](=O)[O-])n2)cc1	-6	-3.6	-3	6.2	.
52	CC1CC(C)(C)CC2(C1)NC(=O)N(CC(=O)Nc1ccc(N3CCCCC3)cc1)C2=O (stereo unspecified)	-4	2.3	-6	1.6	0.1
53	CCN(CC)CC(=O)Nc1ccc(Cl)cc1C(=O)c1ccccc1	-1	-0.5	5	0.8	0.7
54	CCOc1ccccc1N(CC(=O)Nc1ccc2c(c1)OCO2)S(C)(=O)=O	8	-0.2	-11	2.0	0.2

nr	GDH-TPI inh	PrPC TRFRET	Mtb FBA inh	MazEF act
46	7	5	8	9
47	1	-2	6	6
48	6	7	-2	-5
49	10	-3	3	-12
50	1	-1	-2	8
51	7	3	0	3
52	4	-4	-2	0
53	2	-5	0	7
54	0	3	2	5

Among those listed so far, 11 have fluorine:
nr	Compound	Rv3671c inh	FadD28 FP inh	BoNT-F LC inh	Mtb BioA inh	Mtb UGM inh
1	Cc1onc(-c2c(F)cccc2Cl)c1C(=O)N(C)CCc1ccccn1	-1	-2.7	2	-3.5	1.5
2	CCc1noc(C)c1C(=O)Nc1nc(-c2ccc(F)cc2)c(C)s1	0	-4.4	-5	-5.7	-0.6
7	CC(C)c1c(C(=O)N/N=C/c2ccc(OCc3ccc(F)cc3)cc2)nnn1-c1nonc1N	-2	-5.4	3	-1.4	0.1
8	Cc1cc(NC(=O)Nc2ccc(F)cc2)no1	-4	-4.7	-5	.	1.1
18	O=C(Nc1ccc(F)cc1)N1CCCCCC1	-4	-6.0	6	1.6	0.0
22	Fc1ccc(C2=NOC(c3nnc(-c4ccccc4)o3)C2)cc1 (stereo unspecified)	-6	-4.7	0	-1.4	2.9
27	O=C(CSc1nnc(NC(=O)c2ccccc2F)s1)NC1CC1	3	-2.2	-6	-0.3	-2.0
32	CSc1nsc(SCc2ccc(F)cc2)n1	0	-3.1	-5	-0.4	-2.0
38	Cc1ccc(Cn2nnnc2CN2CCC(NC(=O)c3ccccc3F)CC2)cc1	0	-4.2	0	4.3	3.9
40	O=C1CN(C(=O)c2ccccc2)C(c2ccc(F)cc2)c2cc(Br)ccc2N1 (stereo unspecified)	2	-5.8	-9	0.9	0.8
48	Cc1cc(C(=O)CSc2ccc(F)cc2)cc(C)c1OC(=S)N(C)C	1	-0.8	3	-1.1	-0.6

nr	GDH-TPI inh	PrPC TRFRET	Mtb FBA inh	MazEF act
1	0	-1	2	10
2	-9	2	-1	7
7	-4	-5	-3	0
8	-10	1	-3	3
18	7	4	0	-7
22	-7	2	1	-14
27	6	2	-1	12
32	4	-1	-2	4
38	0	-3	-7	-4
40	-9	16	6	1
48	6	7	-2	-5

Outcome played no part in choosing rows; any-hit rate near 4.8%.
